Pf gametocyte: P. falciparum stage V gametocyte viability inhibition; 150,000 compounds, 0.065% hits; P. falciparum stage V gametocytes, ATP luminescence, 24 h; AID 743093; inhibition, % at 10.9 µM;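 active means inhibition above the mean plus 3 SD of compounds within the control limits, set per campaign, cut at about 38% in these data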;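 further: 0% = DMSO wells and 100% = medium only without gametocytes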
GSH fluor: compound fluoresces at 488/530 nm on GSH beads; GSH beads flow cytometry, compound fluorescence 488/530 nm; active compounds read high; fluorescence (KMESF) at 10 µM; 190,000 compounds, 0.25% hits; AID 1776; in the data active means fluorescence above about 89;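 further: glutathione beads carrying GST-tagged Bcl family fusion proteins plus one bare bead set; values are compound well signal with DMSO vehicle wells as background; inactives centre near 16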
ABCB1 block: inhibitors of human ABCB1 transporter, ABCG2 counter-screen; P08183; CCRF-Adr cells, JC-1 efflux, flow cytometry; inhibition, % at 6.6 µM; 190,000 compounds, 0.067% hits; AID 1326; in the data active means inhibition above about 40%;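 further: 0% = vehicle and 100% = reference inhibitor; higher value means more JC-1 retained so stronger ABCB1 efflux block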
Mcl1-Bid inh: Mcl-1/Bid interaction inhibition; Q07820; TR-FRET Mcl-1/Bid-Dy647 peptide binding, 1536-well; inhibition, % at 21.7 µM; 220,000 compounds, 0.97% hits; AID 1021;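 active means compounds that cut the binding signal by more than half at the single screening dose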;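 further: His-tagged Mcl-1 with europium anti-His antibody binding Bid BH3 peptide; 0% = Mcl-1 plus peptide wells and 100% = peptide-only wells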
Target sequence (Q07820 whole entry, looked up): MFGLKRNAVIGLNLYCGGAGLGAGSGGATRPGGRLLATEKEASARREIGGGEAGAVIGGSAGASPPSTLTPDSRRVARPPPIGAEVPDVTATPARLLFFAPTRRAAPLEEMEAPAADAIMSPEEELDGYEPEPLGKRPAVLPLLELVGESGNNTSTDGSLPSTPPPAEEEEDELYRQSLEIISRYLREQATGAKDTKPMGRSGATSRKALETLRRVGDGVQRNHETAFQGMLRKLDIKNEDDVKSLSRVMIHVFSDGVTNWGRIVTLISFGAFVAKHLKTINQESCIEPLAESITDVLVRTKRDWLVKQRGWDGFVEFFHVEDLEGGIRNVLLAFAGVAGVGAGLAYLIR
RGS8-Gao: human RGS8-Galphao interaction regulation | P09471 | multiplexed bead flow cytometry, RGS8-Galphao binding; actives lie on both sides | response (percent of control binding), % at 10 µM | 220,000 compounds, 0.34% hits; in the data active means response below about 60% or above about 140%; inactive means in between;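 further: Galphao activated as the GDP aluminium fluoride complex binding bead-coupled RGS8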
Mcl1-Noxa inh: Mcl-1/Noxa interaction inhibition; inhibition, % at 21.7 µM; TR-FRET Mcl-1/Noxa peptide binding, 2 h; 220,000 compounds, 1.5% hits; Q07820;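 active means compounds that cut the protein-peptide binding signal by more than 50% relative to plate controls in a single-dose test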;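 further: His-tagged Mcl-1 with rhodamine Noxa BH3 peptide and terbium anti-His antibody; 0% = Mcl-1 plus Noxa peptide wells and 100% = peptide-only wells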
RGS7-Gao: human RGS7-Galphao interaction regulation; binding response (% of control), % at 10 µM; 220,000 compounds, 0.35% hits; AID 1439; Multiplexed bead flow cytometry, RGS7-Galphao binding; actives lie on both sides; P09471; in the data active means binding response below about 49% or above about 150%; inconclusive means no clear call, values can overlap the other calls; inactive means in between;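 further: fluorescent Galphao held in activated GDP-AlF4 state binding bead-coupled RGS7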
ABCG2 block: human ABCG2 inhibition, ABCB1 as counter-screen. Q9UNQ0. inhibition, % at 6.6 µM. IgMXP3 cells, JC-1 efflux, flow cytometry. 190,000 compounds, 0.1% hits;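 active means inhibition above 80%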;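 further: 0% = DMSO and 100% = nicardipine control wells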
Target sequence (Q9UNQ0 whole entry, looked up): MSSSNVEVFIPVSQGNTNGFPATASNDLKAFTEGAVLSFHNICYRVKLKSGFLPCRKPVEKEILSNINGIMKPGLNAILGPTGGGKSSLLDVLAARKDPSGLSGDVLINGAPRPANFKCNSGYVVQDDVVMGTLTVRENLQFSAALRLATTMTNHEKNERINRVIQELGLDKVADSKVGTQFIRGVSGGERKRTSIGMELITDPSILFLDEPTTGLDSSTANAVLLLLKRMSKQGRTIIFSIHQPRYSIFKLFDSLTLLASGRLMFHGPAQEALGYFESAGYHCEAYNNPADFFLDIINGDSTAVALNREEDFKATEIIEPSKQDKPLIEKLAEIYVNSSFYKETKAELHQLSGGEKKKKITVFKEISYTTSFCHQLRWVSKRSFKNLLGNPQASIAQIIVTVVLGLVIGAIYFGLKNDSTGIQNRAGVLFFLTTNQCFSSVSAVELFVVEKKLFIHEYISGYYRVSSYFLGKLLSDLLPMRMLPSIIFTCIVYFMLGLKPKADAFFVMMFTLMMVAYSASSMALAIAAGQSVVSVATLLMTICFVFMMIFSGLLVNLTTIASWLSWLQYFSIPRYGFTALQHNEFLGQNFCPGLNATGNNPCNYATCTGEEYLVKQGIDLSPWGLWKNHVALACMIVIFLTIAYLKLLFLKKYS
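Test system: IgMXP3 cells (ABCG2) mixed with DDAO far-red-labelled CCRF-Adr cells (ABCB1). Reagent: JC-1 transporter substrate. Compound dosing: single test compound dose, 6.6 µM final. Times: 10 min compound exposure, 25 °C. Detection: flow cytometry of retained JC-1 fluorescence. Read-out basis: efflux inhibition in percent versus controls. Controls: nicardipine and DMSO wells.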
RGS4-Gao reg: modulates binding of RGS4 to human Galphao; P09471; Multiplexed bead flow cytometry; actives lie on both sides; binding response (% of control), % at 10 µM; 220,000 compounds, 0.33% hits; in the data active means binding response below about 49% or above about 150%; inactive means in between;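 further: fluorescent Galphao activated with aluminum fluoride binding bead-coupled RGS4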
Avidin bead fluor: avidin bead compound fluorescence profile. Avidin beads, compound fluorescence 488/530 nm, flow cytometry; active compounds read high. fluorescence (KMESF) at 10 µM. 220,000 compounds, 0.38% hits; in the data active means fluorescence above about 47; further: inactives centre near 10
Bim-Mcl-1: inhibitors of Bim-Mcl-1 interaction, human; Q07820; Bead-based flow cytometry, Bim peptide-Mcl-1 binding; inhibition, % at 10 µM; 190,000 compounds, 0.1% hits; in the data active means inhibition above about 40%;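 further: 0% = no compound tracer wells and 100% = peptide blocker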
Starred values were filed as active, the others as inactive; ? = inconclusive; nt = not tested or not shown; & = joins results of further samples.

SMILES	Pf gametocyte	GSH fluor	ABCB1 block	Mcl1-Bid inh	RGS8-Gao	Mcl1-Noxa inh	RGS7-Gao	ABCG2 block	RGS4-Gao reg	Avidin bead fluor	Bim-Mcl-1
COc1ccc(/C=C2\SC(N3CCc4ccccc4C3)=NC2=O)cc1	16	16	1.6	-15	81	11	95	35	83	8	-3
COCCn1c(=S)[nH]c2ccccc21	nt	13	0.0	-34	100	23	100	0	101	11	-2
N#Cc1nc(-c2ccccc2Cl)oc1NCC1CCCO1 (centres undefined)	nt	25	0.4	-11	99	20	95	2	95	6	0
Cc1ccccc1CN1CCc2c(OCC(=O)N3CCCCC3)cccc2C1=O	-7	19	1.9	-16	104	13	101	2	104	10	24
CCCN(CC1CC1)C(=S)NC(=O)c1ccc(S(=O)(=O)N2CCOCC2)cc1	-27	17	-0.5	-11	100	6	?	-3	96	9	0
CCOC(=O)c1sc(=S)n(-c2cc(F)ccc2F)c1N	nt	14	1.8	-6	92	7	97	26	98	7	6
CC1CCN(C(=O)c2cc(N3C(=O)C4C5CCC(C5)C4C3=O)ccc2Cl)CC1 (centres undefined)	nt	11	0.4	-14	102	17	102	1	101	23	-2
O=C(Cn1c(NCCO)nc2ccccc21)c1ccco1	-10	34	0.4	-62	103	24	98	3	104	13	-5
S=C(NC1CCCCC1)N1CCOCCOCCN(C(=S)NC2CCCCC2)CCOCCOCC1	-17	nt	nt	-50	99	-9	?	nt	97	21	nt
CCCCCCn1c(O)c(/C=C2\C=NN=C2c2ccccc2)sc1=S	6	18	-0.3	19	96	15	90	0	90	12	0
O=c1oc(-c2ccccc2)nc2c1C1(CCCCC1)Cc1ccccc1-2	-8	31	2.5	-20	104	16	97	16	101	13	-2
Cc1cccc(NC(=O)CNC(=O)COc2cc(F)ccc2[N+](=O)[O-])c1C	14	12	0.9	-16	102	4	?	8	104	16	0
CCOC(=O)N1CCN(c2c(NCCCOC(C)C)c(=O)c2=O)CC1	nt	14	0.4	-3	98	8	96	2	96	23	0
Cc1ccc(/C=N/NC(=O)CSc2nnc(-c3ccc(Cl)cc3)n2-c2ccc(Cl)cc2)o1	-44	10	1.2	15	98	26	100	19	101	10	-3
COc1cccc(C=N[C@@H](CO)[C@@H](O)c2ccc([N+](=O)[O-])cc2)c1O	5	nt	nt	-136	99	24	?	nt	101	7	nt

Single records, as listed above. Screens in order: Pf gametocyte	GSH fluor	ABCB1 block	Mcl1-Bid inh	RGS8-Gao	Mcl1-Noxa inh	RGS7-Gao	ABCG2 block	RGS4-Gao reg	Avidin bead fluor	Bim-Mcl-1
Profile of CCCN(CC1CC1)C(=S)NC(=O)c1ccc(S(=O)(=O)N2CCOCC2)cc1 = -27	17	-0.5	-11	100	6	?	-3	96	9	0
Profile of O=c1oc(-c2ccccc2)nc2c1C1(CCCCC1)Cc1ccccc1-2 = -8	31	2.5	-20	104	16	97	16	101	13	-2

(list continues)
SMILES	Pf gametocyte	GSH fluor	ABCB1 block	Mcl1-Bid inh	RGS8-Gao	Mcl1-Noxa inh	RGS7-Gao	ABCG2 block	RGS4-Gao reg	Avidin bead fluor	Bim-Mcl-1
Cc1cccc(OCC(=O)Nc2cccc(C(=O)NCC(C)C)c2)c1	nt	6	1.2	-5	103	-2	102	11	101	3	-1
COc1ccc2oc(=O)c(C(C)=O)cc2c1	nt	34	-1.1	-20	101	9	101	10	102	20	-2
C=CCSc1nnc(-c2ccccc2NC(=O)CC)c(=O)[nH]1	nt	20	0.2	-2	101	7	97	1	99	8	0
c1ccc(-c2cc(-c3nnco3)c3ccccc3n2)nc1	-5	12	1.8	-21	97	22	?	19	98	11	0
COC(=O)CSc1nc2c(c(=O)n(C)c(=O)n2C)n1CCC(C)C	nt	28	0.6	-23	103	-20	100	3	101	13	0
CS(=O)(=O)c1ccc2nc(NC(=O)Nc3ccc(Cl)cc3)sc2c1	-15	nt	-0.7	-2	100	-1	97	-5	98	10	nt
COC(=O)c1ccc(-c2ccco2)n1Cc1nc(-c2ccc(OC)c(OC)c2)oc1C	nt	59	3.3	4	106	37	105	8	105	12	1
COc1ccc(NS(=O)(=O)c2cccc(Cl)c2)cc1S(=O)(=O)N1CCCCC1	1	12	0.3	-19	99	3	98	-1	96	11	-3
CCOc1ccccc1-c1nnc(SCC(=O)Nc2ccccc2)o1	9	19	1.1	-1	100	-1	104	5	104	9	-5
O=C(Nc1ccc(-c2ccc3nncn3n2)cc1)C1CCCCC1	13	7	0.1	24	102	19	101	3	99	22	1
CCCNc1ccc(S(=O)(=O)N(CC)CC)cn1	-2	4	1.3	-38	104	-5	96	5	92	12	0
O=C(Nc1ccccc1)N1CCCC2CCCCC21 (centres undefined)	nt	42	0.3	-22	97	-3	88	1	93	5	0
COc1c(F)c(F)c(C(=O)O)c(Nc2ccccc2)c1F	-23	55	0.1	-6	102	1	103	2	104	24	-2
Cc1ccc(N2CC(C(=O)N3CCN(c4ccccc4)CC3)CC2=O)cc1 (centres undefined)	21	18	0.5	-33	101	25	104	1	97	37	-4
COc1ccc(C(=O)Cc2ccc(OC)c(OC)c2)cc1	nt	37	0.1	-31	nt	2	nt	8	nt	nt	0
CCOC(=O)Cc1csc(NC(=O)CSc2nnc(Cc3csc(N)n3)n2C)n1	4	32	1.8	1	103	22	101	-7	103	14	-3
CCOC(=O)C(=O)NC12CC3CC(CC(C3)C1)C2	-7	10	1.2	-6	102	15	100	9	100	4	-4
Cc1ccc(CNC(=O)Cn2c(=O)c3sccc3n(Cc3cccc([N+](=O)[O-])c3)c2=O)cc1	nt	10	4.8	16	100	7	99	21	101	11	0
O=C(Nc1ccccc1)N1CCCC1	-15	41	-0.2	-15	nt	-5	nt	0	nt	nt	-1
CCOC(=O)C1CCN(Cc2ccc(F)c(Br)c2)CC1	11	21	-1.0	39	122	24	108	-3	110	20	6
COc1ccccc1NC(=O)c1ccc(NC(=O)COC(=O)C2CCCO2)cc1 (centres undefined)	nt	10	1.4	-12	98	2	?	16	98	12	0
O=[N+]([O-])c1ccc(C[n+]2cccc3ccc4cccnc4c32)cc1	-5	21	0.6	-40	103	-38	102	2	99	13	2
CCCOC(=O)CSC1=C(C#N)C(c2ccccc2OC)C(C#N)C(=O)N1 (centres undefined)	-8	30	-0.1	-23	103	14	99	0	104	8	0
CCCN1CNC(=S)N(CC2CCCO2)C1 (centres undefined)	-9	4	0.4	-50	102	-24	99	2	102	14	-3
Cc1ccccc1Oc1cc(NC(=O)CCCn2nc(C)c([N+](=O)[O-])c2C)cc([N+](=O)[O-])c1	6	6	3.3	2	103	10	102	19	101	15	-3
COC(=O)COc1ccc(/C=C2/SC(=O)N(CC(=O)N3CCCC3)C2=O)cc1Br	nt	20	0.3	0	100	-3	102	0	104	8	0
COc1cc(OC)cc(C(=O)/C=C2\Sc3ccccc3N2C)c1	4	18	1.5	-58	104	35	99	15	104	6	-2
COCCC1CCCCN1C(=O)c1cccc(OC2CCN(C3CCCC3)CC2)c1 (centres undefined)	nt	14	1.1	-31	103	4	106	-1	101	2	0
CCCC(=O)Nc1ccc2c(c1)C(=O)N(CCC(=O)O)C2=O	6	13	0.1	9	96	12	88	0	88	38	0
O=Cc1ccccc1-n1cccn1	nt	54	-0.3	2	73	11	93	0	99	18	4
CCN(CC)C(=O)CS(=O)CC(=O)Nc1cc(OCCOC)c(Cl)cc1Cl (centres undefined)	nt	10	-0.4	2	103	-5	102	1	99	3	-1
CCOC(=O)C1CCCc2c1[nH]c1ccc(Cl)cc21 (centres undefined)	0	9	-0.1	-2	103	6	100	1	101	8	0
Cc1cccc(-c2nc(CS(=O)CC(=O)NCc3cccs3)c(C)o2)c1 (centres undefined)	nt	13	0.2	-13	102	12	102	0	102	8	-1
CCOC(=O)c1ccc(N2C(=O)CC(N3CCN(C(=O)c4ccccc4)CC3)C2=O)cc1 (centres undefined)	-4	10	0.1	-25	99	7	99	1	102	11	0
CC1CCN(S(=O)(=O)c2ccc(C(=O)Nc3nnc(-c4ccncc4)o3)cc2)CC1	13	18	-0.2	-39	99	-41	100	2	99	5	0
COc1ccc(-c2n[nH]c(C)c2-c2ccc(Cl)cc2)c(O)c1	nt	16	0.9	21	102	16	105	8	100	11	-3
CNc1nc(N/N=C/c2cc3c(cc2[N+](=O)[O-])OCO3)nc(Nc2ccccc2)n1	24	15	-2.1	-13	97	4	97	7	97	9	0
CCNc1nc(NC(C)C)nc(OCCOC(=O)c2ccccc2)n1	nt	59	1.5	-1	106	-8	99	-7	104	8	nt
O=C(O)c1ccc2c(c1)ncn2C1CCCC1	-1	66	0.1	-3	100	-16	94	1	101	13	0
COc1ccc(Cc2nn3c(-c4ccccc4Br)nnc3s2)cc1	nt	11	1.2	3	94	2	96	10	97	14	-1
COc1ccc(C(=O)NCC(c2cccnc2)N2CCN(c3ccccc3)CC2)cc1OC (centres undefined)	nt	21	0.7	-34	104	7	101	4	104	4	-2
COc1ccc2c(Cn3cnc4cc([N+](=O)[O-])ccc4c3=O)cc(=O)oc2c1	nt	nt	nt	8	102	37	?	nt	93	6	nt
Cc1c([N+](=O)[O-])c([N+](=O)[O-])nn1CC(=O)N1CCOCC1	nt	24	0.3	-5	101	-8	97	2	99	5	-1
CN(NC(=O)Nc1ccc(Cl)cc1)c1c(Cl)c(Cl)nn1C	0	10	0.5	-21	98	-14	93	8	91	22	0
Cc1ccc(NS(=O)(=O)c2cc(C(=O)NCc3ccccn3)ccc2Cl)cc1	4	64	1.3	-11	103	-3	103	4	104	14	-2
Cc1cc(NC(=O)c2ccc3c(c2)C(=O)N(C2CCCCC2)C3=O)no1	nt	20	0.5	-3	102	4	96	6	101	24	-4
COc1cccc(-c2noc(CCC(=O)Nc3cccnc3)n2)c1	-7	16	0.1	-28	98	-1	94	3	98	3	2
O=C(Nc1c(-c2ccccc2)nc2ccccn12)c1ccco1	-7	8	0.4	-23	102	1	99	1	101	11	0
COc1ccc(NCc2nnc(SCC(=O)NCc3ccccc3)n2-c2ccccc2OC)cc1	nt	22	0.9	-29	104	14	102	2	103	20	-3
CCOC(=O)CCCSc1nc2sc3c(c2c(=O)[nH]1)CCC3	-12	36	-1.3	-21	101	-9	99	29	100	11	-2
CCN(CC)CCNc1nc(-n2nc(C)cc2C)nc2sc3c(c12)CC(C)(C)OC3	-18	nt	nt	-2	103	6	?	nt	105	10	nt
COCCN1C=C2C(=O)C(C)(OC(=O)CCc3ccccc3)C(=O)C=C2C=C1c1ccc(C#N)cc1 (centres undefined)	-6	nt	nt	-116	96	-12	?	nt	100	9	nt
O=C(O)CCCCC1SCC2NC(=O)NC21 (centres undefined)	nt	28	0.3	-19&-7	102&111	-2&26	?	1	93&100	1&1	4
CC(C)(C)NC(=O)COC(=O)Cc1ccc(Cl)cc1	nt	60	0.5	13	100	4	107	1	105	14	0
CCCCCCOC(=O)C(C#N)c1nc2ccccc2nc1N1CCOCC1 (centres undefined)	-11	37	0.5	-4	100	-2	99	3	101	7	12
